USP10 inh: inhibitors of human USP10 deubiquitinase | Q14694 | purified USP10, Ub-rhodamine fluorescence, 60 min | inhibition, % at 20 µM | hit rate 1.1% among 47,000
USP8 inh: human USP8 deubiquitinase inhibition; AID 1645853; purified USP8, Ub-rhodamine cleavage fluorescence, 30 min; inhibition, % at 20 µM; hit rate 4.2% among 47,000
OTUD3 inh: inhibitors of human OTUD3 deubiquitinase. Q5T2D3. purified OTUD3, Ub-rhodamine fluorescence, 2 h. inhibition, % at 25 µM. hit rate 0.7% among 47,000
Target sequence (Q5T2D3 whole entry, looked up): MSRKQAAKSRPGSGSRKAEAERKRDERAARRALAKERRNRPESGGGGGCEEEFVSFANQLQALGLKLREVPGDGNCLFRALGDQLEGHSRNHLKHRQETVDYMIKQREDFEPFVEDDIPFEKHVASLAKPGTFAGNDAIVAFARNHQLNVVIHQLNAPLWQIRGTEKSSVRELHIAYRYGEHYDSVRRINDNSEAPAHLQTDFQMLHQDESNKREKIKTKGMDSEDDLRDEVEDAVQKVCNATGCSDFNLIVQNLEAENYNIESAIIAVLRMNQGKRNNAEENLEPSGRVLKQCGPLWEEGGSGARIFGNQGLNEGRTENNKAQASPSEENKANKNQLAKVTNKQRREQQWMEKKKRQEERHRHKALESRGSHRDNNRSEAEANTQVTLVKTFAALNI
UCHL1 inh: blocks human UCHL1 ubiquitin-rhodamine cleavage | purified UCHL1, Ub-rhodamine cleavage fluorescence | inhibition, % at 20 µM | hit rate 0.2% among 47,000
USP17 block: inhibitors of human USP17 deubiquitinase. A8MUK1. purified USP17, Ub-rhodamine cleavage fluorescence, 3 h. inhibition, % at 50 µM. hit rate 6.5% among 47,000. AID 1645855
Target sequence (A8MUK1 whole entry, looked up): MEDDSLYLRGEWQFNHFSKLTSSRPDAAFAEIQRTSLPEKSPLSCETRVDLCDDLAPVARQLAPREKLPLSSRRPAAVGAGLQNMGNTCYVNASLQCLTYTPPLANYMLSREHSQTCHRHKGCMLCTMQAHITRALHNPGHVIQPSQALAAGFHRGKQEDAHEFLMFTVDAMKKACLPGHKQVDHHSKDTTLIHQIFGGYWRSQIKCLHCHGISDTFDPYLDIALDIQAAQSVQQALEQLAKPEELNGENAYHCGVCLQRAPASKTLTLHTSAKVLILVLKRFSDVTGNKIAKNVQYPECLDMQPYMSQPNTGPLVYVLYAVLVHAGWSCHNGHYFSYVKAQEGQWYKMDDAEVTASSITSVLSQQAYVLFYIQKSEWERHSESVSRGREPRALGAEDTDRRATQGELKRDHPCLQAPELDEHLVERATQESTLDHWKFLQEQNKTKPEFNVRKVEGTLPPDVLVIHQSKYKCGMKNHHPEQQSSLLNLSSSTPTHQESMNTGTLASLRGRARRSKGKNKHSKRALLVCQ
USP28 inh: human USP28 deubiquitinase inhibition; purified USP28, Ub-rhodamine cleavage fluorescence, 30 min; hit rate 3% among 47,000; inhibition, % at 25 µM
USP7 block: blocks human USP7 ubiquitin-rhodamine cleavage | Q93009 | purified USP7, Ub-rhodamine cleavage fluorescence | inhibition, % at 20 µM | hit rate 0.3% among 47,000
USP30 inh: human USP30 deubiquitinase inhibition; Q70CQ3; purified USP30, Ub-rhodamine cleavage fluorescence; inhibition, % at 25 µM; hit rate 5.3% among 47,000
Starred values were filed as active, the others as inactive; i = inactive; nt = not tested or not shown. Cut-off read from the data, not from the text of the source: active = inhibition above about 30%; inactive = the rest.

SMILES	USP10 inh	USP8 inh	OTUD3 inh	UCHL1 inh	USP17 block	USP28 inh	USP7 block	USP30 inh
COc1ccc(S(=O)(=O)N(CC(N)=O)c2cccc(Cl)c2)cc1	0	12	13	3	15	11	2	29
Cc1ccc(CN2C(=O)N(c3ccc(F)cc3)S(=O)(=O)c3ccccc32)cc1	10	21	14	6	12	18	12	20
CCC(=O)N1CCN(c2nn3c(NC(C)(C)C)c(-c4cccc(C)c4)nc3s2)CC1	-2	-28	7	2	-3	4	0	13
O=C(Nc1cc(=O)[nH]c2nc(-c3ccco3)nn12)C1CCCCC1	1	7	-15	1	-7	-23	-12	-197
CC(C)OC(=O)c1cc2c(ccn2C)n1CC(=O)N1C(C)CCCC1C (centres undefined)	-5	-205	-218	-41	-145	-213	-52	i
COc1ccc(C(=O)C2CC(=O)Nc3c2c(C)nn3-c2ccc(Br)cc2)cc1 (centres undefined)	20	30*	13	3	58*	10	8	23
Cn1c(=O)c2c(C(=O)N3CCN(c4ccc(F)cc4)CC3)cc(=O)n(C)c2n(C)c1=O	-1	-5	16	2	-3	18	-1	4
CCCNC(=O)c1nnn(-c2cccc3c2CCN(C2CCOCC2)C3)c1C	-7	-10	-6	-1	-25	-7	nt	-32
CCOC(=O)c1noc2nc(C)n(Cc3nc(-c4ccccc4Cl)oc3C)c(=O)c12	0	-11	0	-2	nt	-3	1	-10
COc1ccc(CNC(=O)C2CCN(c3nc4cccnc4n(C)c3=O)CC2)c(OC)c1	0	-5	-4	-3	-13	-9	0	-4
CS(=O)(=O)N1CCO[C@@H]2CCN(Cc3ccncc3)CC[C@H]21	0	-82	-2	-1	-21	-6	2	-11
Cc1cc(C)cc(NC(=O)CCS(=O)(=O)c2cc3c(cc2C)NC(=O)CO3)c1	8	0	-6	-5	-7	-14	3	-24
O=C(NC1CCc2ncc(C(F)(F)F)n2C1)C1CC1 (centres undefined)	1	-7	-5	-2	-8	-6	-4	-7
CCCCN1CC(C(=O)Nc2nnc(COc3ccc(Cl)cc3)s2)CC1=O (centres undefined)	1	-58	-4	2	-7	-7	0	-39
CNC(=O)C1CN(C(=O)c2ccc(F)cc2)CC12CCCC2 (centres undefined)	2	9	4	4	5	-2	-1	13
COc1ccc(C(=O)O)cc1S(=O)(=O)N(CCc1ccccc1)Cc1ccccc1	5	3	15	0	13	20	0	39*
COc1ccc(OC)c(-n2nnc(-c3nc(-c4ccccc4C)no3)c2C)c1	10	0	4	0	32*	nt	-13	nt
Cc1ccc(Nc2nccc(C3CCCN(C(=O)c4scnc4C)C3)n2)nc1 (centres undefined)	1	-16	-4	-3	-11	-9	-3	-11
CCOc1ccc2oc(-c3ccccc3)c(C(=O)N3CCN(CCO)CC3)c2c1	-4	-26	-15	-3	-29	-29	-89	-7
CCCn1c(NC(=O)c2cccnc2)nc2ccccc21	0	3	0	-1	17	31*	-16	-5
Cn1c(N2CCN(C(=O)CC3CCCC3)CC2)cc(=O)n(C)c1=O	-1	-7	-3	-3	nt	-15	-1	0
Cc1noc(CNC(=O)C2CC(=O)N(c3ccc(F)cc3)C2)n1 (centres undefined)	3	-93	-5	-1	1	-9	2	0
CNc1nc2c(c(=O)n1Cc1ccccc1)CN(C(=O)Nc1ccccc1)CC2	-4	2	10	0	0	10	2	3
CCCN1CCN(c2ccc(C(=O)O)cc2NS(=O)(=O)c2ccccc2)CC1	0	74*	-5	-1	0	-8	-23	-13
Cc1c(C(=O)N2CCOCC2)cnn1-c1ccc(-c2nc(C(C)(C)C)no2)cn1	-2	-7	-5	-1	-2	0	-6	-6
CC[C@]12CCCN3CCc4c(n(c5ccccc45)[C@@H](O)C1)[C@@H]32	4	1	-9	2	3	-40	3	-4
COc1cccc(NS(=O)(=O)c2ccc3c(c2)C(=O)N(C)c2ncccc2O3)c1	5	24	14	3	19	12	5	20
Cn1nc(C(=O)N2CCOCC2)c2c1CN(Cc1ccccn1)CC2	1	-18	17	4	2	17	7	14
O=C(COc1ccc(Cl)cc1)NCC(c1cccnc1)S(=O)(=O)c1ccccc1 (centres undefined)	-2	7	10	2	8	9	0	0
CCc1ccc(C2CN3C(=O)N(c4ccccc4OC)C(=O)[C@]3(C)c3[nH]c4ccccc4c32)cc1 (some centres undefined)	2	12	2	5	6	8	1	15
COc1ccc(Cl)cc1N1C(=O)CSCC1=O	2	23	13	3	15	8	-58	14
O=C(C(=O)N(Cc1ccccc1)Cc1ccccc1)c1cn(CC(=O)N2CCCCC2)c2ccccc12	1	2	0	-1	15	nt	nt	nt
O=C(CCc1ccccc1)N1CCN(c2nc3c(F)cc(F)cc3s2)CC1	5	18	19	6	16	19	-12	35*
COc1ccccc1C(=O)N(C(=O)c1ccccc1OC)c1oc(-c2ccccc2)cc1C#N	-3	-12	-18	5	-3	-16	14	-52
O=C(CN1CCOCC1)Nc1ccc(NC(=O)c2ccc(Cl)cc2)cc1	1	-6	0	69*	-1	7	-4	-1
Cc1ccc(S(=O)(=O)N(Cc2cc3cccc(C)c3[nH]c2=O)CC2CCCO2)cc1 (centres undefined)	0	-40	6	1	-3	8	1	29

Only UCHL1 inh (2 entries from above):
SMILES	UCHL1 inh
O=C(CCc1ccccc1)N1CCN(c2nc3c(F)cc(F)cc3s2)CC1	6
COc1ccccc1C(=O)N(C(=O)c1ccccc1OC)c1oc(-c2ccccc2)cc1C#N	5

New compounds follow:
SMILES	USP10 inh	USP8 inh	OTUD3 inh	UCHL1 inh	USP17 block	USP28 inh	USP7 block	USP30 inh
CC(C)NC(=O)CN1CCC2(CC1)Nc1cc(Cl)ccc1C1=NCCN12	-2	3	-4	-5	1	-6	-1	-6
COc1cccc(C(=O)Nc2cnc(N3CCOCC3)nc2)c1	-8	-5	-8	-7	-5	8	-7	0
N#Cc1c(Cl)cccc1N1CCSCC1	1	5	20	5	8	21	3	10
COc1ccc(CNC(=O)N2CCN(C(=O)C(C)C)CC3(CNC(=O)C3)C2)cc1 (centres undefined)	1	-32	0	-2	-6	-4	0	-40
CC(C)(C)C(=O)c1cn(CC(=O)N2CCCc3ccccc32)c2ccccc12	6	7	16	8	4	12	8	12
CN(C)C(=O)C1CN(Cc2ccc3c(c2)OCO3)Cc2ccnn2C1 (centres undefined)	0	-62	-1	-2	-12	-6	0	0
CC(C)CNC(=O)[C@H]1C[C@@H]2CN(S(=O)(=O)c3ccccc3)C[C@H]1O2	4	8	14	1	4	17	5	27
CC1Cn2cc(C(=O)N3CCCc4ccccc43)c(=O)c3c(Cl)ccc(c32)O1 (centres undefined)	-1	3	9	0	-9	-32	-6	0
Cc1noc(C)c1CC(=O)N1CCC(Oc2cc(N(C)C)ncn2)C1 (centres undefined)	-2	0	-4	-2	-4	-2	0	-2
CCN(C)C1CN(C(=O)c2scnc2C)C2(CCCCC2)C1 (centres undefined)	-1	0	-2	-2	-3	-8	-3	-16
Cn1c(=O)cc(C(=O)Nc2ccc(OC(F)(F)F)cc2)[nH]c1=O	1	4	1	-1	7	0	0	8
Cc1ccc2c(Nc3ccc(CC(=O)O)cc3)c(C(=O)N3CCOCC3)cnc2n1	-5	6	2	-4	0	5	2	-15
NC(=O)c1ccccc1NC1c2ncccc2C(=O)N1Cc1ccccc1 (centres undefined)	-2	-8	1	-1	2	6	-6	-18
CC(NC(=O)c1ccccc1)c1nc2ccccc2n1CC(=O)Nc1ccc(F)cc1 (centres undefined)	20	66*	15	4	39*	8	7	17
COC(=O)C1Cc2c([nH]c3ccccc23)C2(CCN(Cc3ccccc3)CC2)N1 (centres undefined)	-6	-11	-17	-4	-24	-18	-4	-71
CCOC(=O)c1cc2c(ccn2C)n1CC(=O)Nc1ccc2c(c1)OCCO2	-7	33*	-19	-3	-7	-35	-9	-125
CC(C)Oc1ccc(C2C3=C(CC(C)(C)CC3=O)Nc3ccccc3N2C(=O)Cc2ccccc2)cc1 (centres undefined)	1	-34	-9	-1	23	-9	-2	-4
Cc1ccc(NC(=O)c2ccc3nnc(C4CN(c5ncccn5)CCN4C)n3c2)cn1 (centres undefined)	1	-33	6	4	2	10	7	15
Cc1nc2cc(N3CC(C(=O)Nc4ccc(F)cc4)CC3=O)ccc2o1 (centres undefined)	-3	14	6	0	-9	8	0	2
CN1CCCN(C(=O)c2c3c(NCc4ccccc4)ncnc3n3ccccc23)CC1	-6	-19	-86	-24	-103	-120	-35	-411
Cc1cccc(NC(=O)c2csc3c2CCCC3)c1C	7	-6	0	0	6	1	1	-1
CCOC(=O)N1CCN(c2cc(C(C)C)nc3nc(-c4cccnc4)nn23)CC1	1	1	0	0	25	-1	5	33*
CC1=C(C)CC(C(=O)Nc2cn(C)nc2C(=O)NCc2ccco2)C(C(=O)O)C1 (centres undefined)	-4	-176	2	0	-33	0	-23	0
COc1ccc(CN2C(=O)N[C@@H](CCC(=O)Nc3cccc(Cl)c3)C2=O)cc1	12	25	10	1	14	15	7	26

Compounds from the list above with an NH in an aromatic ring, in the order listed:
SMILES	USP10 inh	USP8 inh	OTUD3 inh	UCHL1 inh	USP17 block	USP28 inh	USP7 block	USP30 inh
O=C(Nc1cc(=O)[nH]c2nc(-c3ccco3)nn12)C1CCCCC1	1	7	-15	1	-7	-23	-12	-197
CCc1ccc(C2CN3C(=O)N(c4ccccc4OC)C(=O)[C@]3(C)c3[nH]c4ccccc4c32)cc1 (some centres undefined)	2	12	2	5	6	8	1	15
Cc1ccc(S(=O)(=O)N(Cc2cc3cccc(C)c3[nH]c2=O)CC2CCCO2)cc1 (centres undefined)	0	-40	6	1	-3	8	1	29
Cn1c(=O)cc(C(=O)Nc2ccc(OC(F)(F)F)cc2)[nH]c1=O	1	4	1	-1	7	0	0	8
COC(=O)C1Cc2c([nH]c3ccccc23)C2(CCN(Cc3ccccc3)CC2)N1 (centres undefined)	-6	-11	-17	-4	-24	-18	-4	-71

Copied from the list:
Cc1ccc(NC(=O)c2ccc3nnc(C4CN(c5ncccn5)CCN4C)n3c2)cn1 (centres undefined) | USP8 inh = -33
CCOC(=O)N1CCN(c2cc(C(C)C)nc3nc(-c4cccnc4)nn23)CC1 | USP17 block = 25
CC(NC(=O)c1ccccc1)c1nc2ccccc2n1CC(=O)Nc1ccc(F)cc1 (centres undefined) | USP8 inh = 66*
CC(C)Oc1ccc(C2C3=C(CC(C)(C)CC3=O)Nc3ccccc3N2C(=O)Cc2ccccc2)cc1 (centres undefined) | USP30 inh = -4

The list continues.
SMILES	USP10 inh	USP8 inh	OTUD3 inh	UCHL1 inh	USP17 block	USP28 inh	USP7 block	USP30 inh
Cc1cc(Nc2ccc(Cl)cc2)n2nc(-c3ccco3)nc2n1	-7	9	-51	-37	36*	0	-28	-163
CC(=O)Nc1cc(C(=O)NC2CCCC2)c2ccc(C)nc2c1	-7	34*	0	4	7	2	-9	-57
COc1ccc(NC(=O)CN2C(=O)c3ccccc3C2c2cn(C)c3ccccc23)c(OC)c1 (centres undefined)	-1	0	-14	-2	-18	-7	-3	-14
CCc1nnc(-c2ccc(=O)n(CC(=O)Nc3cccc(C)c3)c2)o1	3	0	-4	-2	-3	-10	2	-1
COCCNc1nc(Nc2cccc(OC)c2)c2cnn(C)c2n1	-1	0	-12	-2	-15	-7	-1	-7
COCC(=O)N1C[C@H](OCc2ccccn2)[C@H]2COC[C@H]21	0	-104	-12	-3	-27	-4	-2	-9
O=C(c1cc2c(s1)-c1ccsc1CC2)N1CCCCCC1	12	12	27	6	38*	23	-21	46*
CC(C)CCN1[C@H]2CCN(C(=O)c3ccncc3)CC[C@@H]2Oc2ccccc2S1(=O)=O	-5	-16	-13	0	-17	-29	-11	-19
Cc1cccc(NC(=O)CSc2nnc(-c3cccnc3)o2)c1C	-1	14	14	0	0	5	2	16
Cc1nc(-c2ccc(F)cc2)sc1C(=O)N1CCN(C=O)CC1	0	10	10	3	6	6	4	16
C[C@@H](NC(=O)C1CCCCC1)c1nc2cc(-c3ccccc3F)ncn2n1	4	1	3	2	30	4	6	25
O=C(Nc1ccc(Sc2ccccc2Cl)cc1)c1ccc(F)cc1	6	-1	2	-1	7	nt	7	nt
CCS(=O)(=O)N1CC(=O)N(c2ccc(F)cc2)C(C)(C(=O)NCc2ccccc2)C1 (centres undefined)	2	19	8	1	7	9	-1	12
CN(C)c1cncc(C2CCCN2C(=O)C2CN(S(C)(=O)=O)C2)n1 (centres undefined)	-2	7	16	2	2	14	4	27
Cc1ccc(C)c(C(=O)COC(=O)c2cccnc2Nc2cccc(C(F)(F)F)c2)c1	5	18	20	2	14	13	8	18
O=C(Nc1ccc(F)cc1)C1CN(C(=O)C2CCC2)CC12CCOCC2 (centres undefined)	-1	2	10	2	4	6	2	-4
CCCc1c(C(=O)O)c(O[C@H]2O[C@H](C)[C@@H](OC)[C@H](OC)[C@@H]2OC)cc2cc3c(c(O)c12)C(=O)c1c(O)cc(O[C@@H]2O[C@@H](C)[C@H](O[C@H]4O[C@H](C)[C@@H](OC)[C@H](OC)[C@@H]4O)[C@@H](OC)[C@H]2O)cc1C3=O	-11	-29	-31	-2	55*	-84	-8	-316
COc1ccc(CCC(=O)NCCc2c[nH]c3ccc(OC)cc23)cc1	-3	-3	-14	-1	-19	-21	-3	-42
